NR2E3 ag-1: activates human NR2E3 receptor; CHO-S Gal4-NCOR/VP16-NR2E3 two-hybrid, luciferase; AID 602229; hit rate 0.35% among 360,000; inhibition of corepressor binding, % at 3.98 µM; Q9Y5X4;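 active means inhibition above the mean of all tested compounds plus 3 SD, cut at about 70% in these data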;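 further: 0% = DMSO with NR2E3 transfected cells and 100% = cells lacking NR2E3 construct; higher means lower luciferase signal from less NR2E3 corepressor binding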
Target sequence (Q9Y5X4 whole entry, looked up, the tested form may be a part): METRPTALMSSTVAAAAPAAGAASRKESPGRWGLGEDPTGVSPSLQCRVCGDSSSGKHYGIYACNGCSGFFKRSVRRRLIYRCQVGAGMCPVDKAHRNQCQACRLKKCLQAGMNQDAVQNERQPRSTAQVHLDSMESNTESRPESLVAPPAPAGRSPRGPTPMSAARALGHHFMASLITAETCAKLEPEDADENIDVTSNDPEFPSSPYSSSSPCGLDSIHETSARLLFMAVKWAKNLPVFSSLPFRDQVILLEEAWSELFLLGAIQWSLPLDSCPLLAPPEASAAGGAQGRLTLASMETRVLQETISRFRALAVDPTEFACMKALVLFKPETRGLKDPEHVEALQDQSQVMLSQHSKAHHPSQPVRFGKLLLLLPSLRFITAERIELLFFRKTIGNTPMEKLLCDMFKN
CaV13 FRET inh: Primary screen for inhibitors of IQ motif and Ca2+-dependent inactivation inhibitor domain binding in CACNA1D, Förster resonance energy transfer in living cells, …; HEK cells, CFP/YFP FRET ICDI-IQ, plate reader, 10 min; percent FRET-ratio fall versus neutral wells; inhibition, % at 12.3 µM; hit rate 0.098% among 340,000;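 active means mean replicate inhibition of at least 30% and at least 1% of replicates passing that level; inconclusive means only one of the two criteria is met; inactive means neither criterion is met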;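 further: 0% = median of the neutral control wells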
Vif imaging: blocks HIV Vif function. HEK293T cells, Vif self-association by quenched fluorescence, imaging, 24 h. inhibition, % at 7.49 µM. hit rate 0.35% among 340,000; in the data active means inhibition above about 50%, passing the limit was not always enough; inconclusive means no clear call, values can overlap the other calls; inactive means below about 31%; further: some results filed as inactive read as strong as hits
NR2E3 ag-2: activates human photoreceptor nuclear receptor NR2E3. Q9Y5X4. GST-NR2E3/biotin-RetCOR TR-FRET, 1536-well. hit rate 0.12% among 320,000. AID 2300. inhibition of corepressor binding, % at 4.78 µM;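 active means percent inhibition above the cutoff of mean plus 3 SD of all tested compounds, set per screening campaign, cut at about 20% in these data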;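 further: 0% = DMSO wells and 100% = biotin wells as full block of FRET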
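Material – GST-tagged NR2E3 plus biotinylated RetCOR corepressor · Quantity – NR2E3 fusion 1.35 nM · Times – 5 h incubation at 4 °C · Medium – pH 7.5 Tris-based buffer · Technique – TR-FRET, Eu(K)-anti-GST donor, streptavidin-D2 acceptor, ex 340, em 617/671 nm · Benchmarks – high control biotin, low control 0.6% DMSO · Format – 1536-well plates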
TRPM1 prom inh: inhibitors of MITF-driven TRPM1 promoter in melanoma cells. SK-MEL-5 TRPM1 promoter luciferase, 24 h. inhibition, % at 12.5 µM. hit rate 0.83% among 330,000;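 active means mean inhibition across replicates of 60% or more, whatever share of single replicates reaches that level; inconclusive means some that reach 60%, reason not given; inactive means mean inhibition across replicates below 60%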; further: values of inactives mirror those of a sister screen read the other way
PDI turbidity: PDI (human) enzyme inhibition; P07237; PDI insulin aggregation turbidity, A650, 90 min; inhibition, % at 10 µM; hit rate 0.052% among 350,000; AID 588391;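 active means mean inhibition across replicates of 30% or more, whatever share of single replicates reach that level; inconclusive means mean inhibition below 30% while every single replicate reaches 30%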;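 further: absorbance from insulin aggregation driven by PDI reduction with DTT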
Target sequence (P07237 whole entry, looked up): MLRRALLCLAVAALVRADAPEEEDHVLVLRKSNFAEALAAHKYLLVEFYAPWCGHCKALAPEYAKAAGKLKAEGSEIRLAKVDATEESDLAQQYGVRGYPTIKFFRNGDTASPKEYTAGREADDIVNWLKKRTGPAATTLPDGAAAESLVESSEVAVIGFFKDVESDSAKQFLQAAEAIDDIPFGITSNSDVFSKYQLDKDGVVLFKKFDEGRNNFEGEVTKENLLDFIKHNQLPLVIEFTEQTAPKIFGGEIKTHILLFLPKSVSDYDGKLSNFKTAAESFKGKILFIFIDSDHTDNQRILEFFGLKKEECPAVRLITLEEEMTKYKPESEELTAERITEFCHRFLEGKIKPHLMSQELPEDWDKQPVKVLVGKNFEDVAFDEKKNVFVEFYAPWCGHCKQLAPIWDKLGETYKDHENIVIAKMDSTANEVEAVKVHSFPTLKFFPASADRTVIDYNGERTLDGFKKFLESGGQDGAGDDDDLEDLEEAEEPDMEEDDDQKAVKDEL
KKLEB tox: CF airway cell cytotoxicity counter-screen; KKLEB CF airway cells viability, ATPlite luminescence, overnight; active compounds read low; cells stimulated with P. aeruginosa culture filtrate; activity change (cytotoxicity), % at 5 µM; hit rate 0.36% among 360,000;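 active means corrected activity change at or below -50% at 5 µM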
CF NFkB inh: cystic fibrosis NF-kB activation inhibition; AID 588850; KKLEB NF-kB-GFP reporter, PAF-induced, GFP fluorescence overnight; inhibition, % at 5 µM; hit rate 0.86% among 360,000;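 active means at least 50% inhibition at 5 µM, scaled per plate between neutral and stimulator controls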;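 further: PAF is a Pseudomonas aeruginosa culture filtrate used as stimulus; plate controls were PAF-stimulated DMSO wells for no effect and unstimulated DMSO wells for full effect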
Shn3 3UTR inh: inhibitors of Schnurri-3 3'UTR reporter in osteoblasts; Clone20 osteoblast Shn3 3'UTR firefly luciferase, 24 h; inhibition, % at 12.5 µM; hit rate 0.52% among 360,000; AID 588674;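 active means mean inhibition of at least 75% with every replicate also reaching 75%; inconclusive means mean inhibition at least 75% but some replicate below; inactive means mean inhibition below 75%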;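 further: 0% = median of neutral control wells and 100% = pilot-screen positive control compound; some compounds past the cut are filed as inactive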
HIF-2a block: HIF-2a inhibition | 786-0 RCC cells HIF-2a reporter, luciferase luminescence, overnight | inhibition, % at 18.8 µM | hit rate 0.72% among 360,000;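 active means inhibition of the luminescence signal of 40% or more relative to plate controls, in a single-dose primary screen at 18.75 µM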
Peg3 promoter: reduces Peg3 promoter-driven luciferase expression in HeLa; AID 588405; hit rate 1.7% among 360,000; inhibition, % at 20 µM; HeLa PEG-Prom luciferase reporter, luminescence, overnight;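 active means inhibition of at least 50% at 20 µM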
Starred values were filed as active, the others as inactive; ? = inconclusive; · = no result given.

cpd	compound	CaV13 FRET inh	NR2E3 ag-2	KKLEB tox	Vif imaging	NR2E3 ag-1	TRPM1 prom inh	Shn3 3UTR inh	Peg3 promoter	HIF-2a block	PDI turbidity	CF NFkB inh
1	O=C(Nc1cccc(S(=O)(=O)N2CCCC2)c1)[C@H]1C[C@H](O)[C@@H](CO)O1	-4	·	13	3	-8	·	-21	7	7	2	-9
2	COc1ccccc1C1CCN(Cc2ccccc2Cl)CC1	-19	0	-5	-4	-15	-4	14	12	15	-2	-7
3	O=C(CC1SC(=O)NC1=O)Nc1ccc(Cl)cc1 (stereo not drawn)	1	4	14	3	-17	-2	-9	-1	14	0	9
4	COC(=O)c1c(NC(=O)CSc2nnc3ccccn23)sc2c1CCC2	-5	2	-4	-15	-12	1	29	-2	10	1	-4
5	CC(C)c1ccc(Nc2nc(Cl)nc(NCc3ccco3)n2)cc1	-6	1	8	-3	18	4	-5	6	-2	4	-13
6	CC(C)OCCCNc1nc(Cl)nc2c1cnn2C	-5	·	3	7	-23	4	-12	15	10	-8	-1
7	Nc1ncnc(Oc2ccccc2F)c1[N+](=O)[O-]	-4	3	4	3	-9	2	-7	-4	-4	1	14
8	O=C(NC1C/C=C\C(c2ccccc2)N(c2ccccc2)C(=O)C1)OCC1c2ccccc2-c2ccccc21 (stereo not drawn)	·	·	3	-5	-27	-8	-14	5	-24	-11	-5

Whole records, looked up by structure. Screens in order: CaV13 FRET inh	NR2E3 ag-2	KKLEB tox	Vif imaging	NR2E3 ag-1	TRPM1 prom inh	Shn3 3UTR inh	Peg3 promoter	HIF-2a block	PDI turbidity	CF NFkB inh
Nc1ncnc(Oc2ccccc2F)c1[N+](=O)[O-] in the list: -4	3	4	3	-9	2	-7	-4	-4	1	14
O=C(CC1SC(=O)NC1=O)Nc1ccc(Cl)cc1 (stereo not drawn) in the list: 1	4	14	3	-17	-2	-9	-1	14	0	9
O=C(NC1C/C=C\C(c2ccccc2)N(c2ccccc2)C(=O)C1)OCC1c2ccccc2-c2ccccc21 (stereo not drawn) in the list: ·	·	3	-5	-27	-8	-14	5	-24	-11	-5
CC(C)c1ccc(Nc2nc(Cl)nc(NCc3ccco3)n2)cc1 in the list: -6	1	8	-3	18	4	-5	6	-2	4	-13

(further entries)
cpd	compound	CaV13 FRET inh	NR2E3 ag-2	KKLEB tox	Vif imaging	NR2E3 ag-1	TRPM1 prom inh	Shn3 3UTR inh	Peg3 promoter	HIF-2a block	PDI turbidity	CF NFkB inh
9	CC(=O)c1c(C)[nH]c(C(=O)COC(=O)c2ccc(Cl)nc2)c1C	-2	1	1	-3	-1	-11	12	-23	2	18	24
10	O=C(O)CC(NC(=O)c1ccccc1NC(=O)c1ccccc1)C(=O)O (stereo not drawn)	-5	3	-16	4	-10	0	-12	8	4	3	-8
11	O=C(c1cccs1)N1CCCC(c2ccccc2)C1 (stereo not drawn)	-4	0	-2	-14	-20	-16	0	-31	-11	4	1
12	CC(=O)Nc1ccc(C(=O)Cn2c3[n+](c4c(F)c(F)ccc42)CCCCC3)cc1	5	2	-1	-2	-2	-19	-3	0	11	16	6
13	C=CCSc1nnc(-c2cc3c(C(F)(F)F)nn(C)c3s2)n1C	-5	0	-4	-54	6	2	6	-14	-2	-3	3
14	Cc1nn(C)cc1C(=O)c1ccccc1	-2	3	0	2	-31	0	-6	5	25	6	14
15	CC(=O)Nc1cc(C(=O)N(C)Cc2ccco2)ccc1Sc1ccc(C)cc1	1	-2	4	1	-10	0	3	17	8	-4	-15
16	CC1CCC2(CC1)NC(=O)N(CC(=O)Nc1ccc3c(c1)OCO3)C2=O (stereo not drawn)	-5	·	-20	-1	-31	-11	7	-10	14	2	3
17	Cc1nc(SCc2ccc(C#N)cc2)n[nH]1	-2	2	2	18	-21	-1	-4	-26	-39	-2	-3
18	COc1ccc(C(C(=O)NCC2CCCO2)N(Cc2ccccc2)C(=O)c2snc(C(N)=O)c2N)cc1OC (stereo not drawn)	-4	0	-1	-5	-14	-8	5	10	12	2	12
19	O=C(CS(=O)(=O)c1cn(Cc2ccc(Cl)cc2)c2ccccc12)N1CCOCC1	-5	-3	-12	0	15	·	1	-3	4	·	12
20	COCCn1c(SCC(=O)Nc2ccccc2)nc2c1c(=O)[nH]c(=O)n2C	-6	-1	3	?	17	·	-1	10	-13	·	5
21	Cn1nccc1C(=O)NC1CC(C)(C)Cc2c1cnn2-c1ccc(F)cc1 (stereo not drawn)	-10	2	-17	-4	-25	5	-6	11	0	-8	22
22	O=C(Nc1ccon1)c1cccc(S(=O)(=O)N2CCCC2)c1	-8	-3	-9	7	-22	3	-10	14	15	-5	2
23	O=C1/C(=C/c2cccs2)SC(=S)N1NS(=O)(=O)c1ccccc1	-5	0	-10	-2	-10	9	6	17	7	7	4
24	Cc1nc(C)n(CC(O)COc2ccc3cc(Br)ccc3c2)n1 (stereo not drawn)	-8	4	0	-7	22	-4	-21	10	12	2	12
25	COc1cc(C(=O)N2CCCc3ccccc32)c([N+](=O)[O-])cc1OC	-20	-3	-7	-1	-1	16	7	10	14	-1	-10
26	O=C(Nc1ccc2ccccc2n1)c1ccc(Cl)cc1	-4	1	-29	-9	-154	-64	-78	-268	-177	15	25
27	COc1ccc(C(=O)OCC(=O)Nc2cc(C)on2)cc1S(=O)(=O)N1CCOCC1	-4	0	4	9	2	4	-6	-2	10	5	-3
28	CCCN(CC(=O)Nc1ccccc1C)C(=O)c1ccc(S(=O)(=O)N2CCC(C)CC2)cc1	-3	·	8	·	29	5	-7	-6	11	2	-22
29	O=C1NC(O)CCN1C1CC(O)C(CO)O1 (stereo not drawn)	-10	·	9	-1	-3	·	14	15	11	·	0
30	Cc1ccc(P(=O)(CO)c2ccc(C)cc2)cc1	-3	5	14	16	7	0	-21	3	-1	2	1
31	CC(=O)Nc1ccc(S(=O)(=O)NC2CC(=O)N(c3cccc(F)c3)C2)cc1 (stereo not drawn)	-6	0	20	-3	10	5	3	-10	5	15	-17
32	O=C(COc1ncnc2ccccc12)NCC1CCCO1 (stereo not drawn)	-6	-2	-5	-23	-33	-6	-5	-1	8	9	-3
33	CCC(C(=O)Nc1nccs1)(C(F)(F)F)C(F)(F)F	-3	3	5	·	-3	-9	-2	10	3	-2	1
34	COC(=O)c1cc(OC)nc2c1c(=O)n(C)c(=O)n2C	-8	2	-10	-3	-11	-1	-3	10	-11	-3	-7
35	CC1CCCCN1C(=S)NCc1ccco1 (stereo not drawn)	-7	-1	-2	4	-26	8	-4	18	15	-3	3
36	CC(=O)NC12CC3CC(C1)CC(C(=O)N1CCN(S(=O)(=O)c4ccc(Cl)s4)CC1)(C3)C2	·	2	4	6	-1	0	-2	17	14	6	-56
37	CCCCCCCCNC(=O)/C(C#N)=C/c1ccccc1[N+](=O)[O-]	-4	1	-6	7	7	8	6	11	39	-5	21
38	O=C(COC(=O)c1cccc(Br)c1)NCc1ccco1	-3	·	-7	5	-24	-2	25	18	0	10	14
39	CCOC(=O)Cc1csc(SCC(=O)N(CC(C)C)c2c(N)n(Cc3ccccc3)c(=O)[nH]c2=O)n1	-6	3	10	7	26	-2	-4	0	15	-4	-13
40	Cc1nc2ccccc2c(=O)n1NC(=O)c1ccccc1	-21	-2	2	-2	-10	-2	-17	21	23	2	2

4 entries already listed, ordered by number of heavy atoms, largest number first.
cpd	compound	CaV13 FRET inh	NR2E3 ag-2	KKLEB tox	Vif imaging	NR2E3 ag-1	TRPM1 prom inh	Shn3 3UTR inh	Peg3 promoter	HIF-2a block	PDI turbidity	CF NFkB inh
39	CCOC(=O)Cc1csc(SCC(=O)N(CC(C)C)c2c(N)n(Cc3ccccc3)c(=O)[nH]c2=O)n1	-6	3	10	7	26	-2	-4	0	15	-4	-13
37	CCCCCCCCNC(=O)/C(C#N)=C/c1ccccc1[N+](=O)[O-]	-4	1	-6	7	7	8	6	11	39	-5	21
40	Cc1nc2ccccc2c(=O)n1NC(=O)c1ccccc1	-21	-2	2	-2	-10	-2	-17	21	23	2	2
33	CCC(C(=O)Nc1nccs1)(C(F)(F)F)C(F)(F)F	-3	3	5	·	-3	-9	-2	10	3	-2	1

(more compounds)
cpd	compound	CaV13 FRET inh	NR2E3 ag-2	KKLEB tox	Vif imaging	NR2E3 ag-1	TRPM1 prom inh	Shn3 3UTR inh	Peg3 promoter	HIF-2a block	PDI turbidity	CF NFkB inh
41	CCc1cc(=O)oc2cc(C)cc(OC(C)C(=O)NC(Cc3c[nH]c4ccc(O)cc34)C(=O)O)c12 (stereo not drawn)	·	-2	-8	6	2	6	-2	5	7	·	10
42	COCCCN1C(=O)C(=O)/C(=C(/O)c2ccc(OC(C)C)cc2)C1c1ccncc1 (stereo not drawn)	-5	16	-9	0	-12	9	-21	18	2	-2	-5
43	C=C1SC(=Nc2c(C)cccc2Cl)N(C(=O)c2sc3ccccc3c2Cl)C12CCCCC2	-15	-2	13	-5	-26	-3	43	27	8	-3	10
44	CC(C)C[C@H]1CN=C(Nc2ccccc2)N1CC1CCCCC1	-11	0	3	-5	-2	-13	-32	-18	5	-2	-4
45	CCc1noc(C)c1C(=O)NNC(=O)c1nn(C)c(=O)c2ccccc12	-6	4	10	23	-5	0	7	0	8	0	-6
46	Cc1[nH]c(C)c(S(=O)(=O)N2CCN(c3ccccc3)CC2)c1C(=O)N1CCCC1	-6	3	1	3	-13	7	-2	-2	1	-11	-13
47	CCCc1n[nH]c(=O)c2c1nnn2Cc1ccccc1	-5	0	-13	-19	-16	8	13	10	15	0	10
48	COc1ccc(-c2nc3ccc(Cl)cn3c2Cc2ccccc2)cc1OC	-3	·	-19	·	-1	·	-28	-13	-59	·	-17
49	CCN1CCCC1CN(Cc1cc2ccc(C)cc2[nH]c1=O)C(=S)Nc1ccccc1OC (stereo not drawn)	-5	5	-8	1	-32	-8	-11	4	-4	0	2
50	O=C(O)c1ccc(O)cc1O	·	-1	-2	-6	-28	4	11	-8	18	·	8
51	CC(=O)Nc1ccc(/C=C2\Sc3ccccc3C2=O)cc1	-5	-3	-3	-4	-4	1	-39	-109	50*	-2	0
52	OCCOCCNc1ncnc2sc(-c3ccccc3)cc12	-5	-1	-11	-5	0	17	-3	6	-9	3	-7
53	C[C@@H]1CN([C@H](C)CO)C(=O)c2cc(NC(=O)Cc3cn(C)c4ccccc34)ccc2O[C@H]1CN(C)C(=O)Nc1ccc2c(c1)OCO2	-11	·	-3	-4	-22	18	-2	-1	9	7	-22
